# S1P4 antag = S1P4 receptor antagonists, primary screen, cell-based; Sphingosine 1-phosphate receptor 4 (Homo sapiens), O95977; S1P4-expressing cells, antagonist mode, reporter read-out; inhibition, % at 4.98 µM; 220,000 compounds, 0.26% hits; AID 1510, 2009; in the data active = inhibition above about 29%;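 note: 0% = wells stimulated with agonist and 100% = vehicle wells without agonist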
# Target sequence (O95977 whole entry, looked up): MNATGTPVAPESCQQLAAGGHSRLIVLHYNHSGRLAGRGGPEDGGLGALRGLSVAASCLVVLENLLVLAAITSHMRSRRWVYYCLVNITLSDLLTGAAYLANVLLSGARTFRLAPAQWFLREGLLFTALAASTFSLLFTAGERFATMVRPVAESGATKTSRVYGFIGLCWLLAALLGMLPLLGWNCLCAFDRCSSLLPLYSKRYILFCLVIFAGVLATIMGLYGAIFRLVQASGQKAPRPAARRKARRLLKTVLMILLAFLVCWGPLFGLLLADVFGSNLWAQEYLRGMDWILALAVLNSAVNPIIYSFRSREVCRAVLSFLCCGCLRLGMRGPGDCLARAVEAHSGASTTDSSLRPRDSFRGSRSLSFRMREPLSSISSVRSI
# EP2 modulator = EP2 receptor modulators, cAMP readout, primary screen, cell-based, HTRF cAMP, PGE2 stimulation; AID 940, 2007; induction, % at 25 µM; 260,000 compounds, 0.83% hits; EP2-expressing cells, cAMP HTRF FRET, PGE2 co-stimulation;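 active = compounds whose cAMP rise, as percent of the full-agonist control response, exceeds 60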;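 note: rat C6 glioma line stably carrying human EP2 under a CMV promoter; the protocol text gives 20 µM as final concentration; 100% = response of wells given 1 µM PGE2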
# Ba/F3 V617F tox = reduced viability of JAK2V617F-dependent Ba/F3 cells, primary screen, JAK2V617F inhibitor project, cell-based, Ba/F3 EpoR-JAK2V617F, luminescence; ATP luminescence; inhibition, % at 5.6 µM; 220,000 compounds, 1.1% hits; AID 1446, 2008;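 active = inhibition above the campaign mean plus 3 SD over all tested compounds, cut at about 24% in these data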;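 note: cytokine-independent growth of Ba/F3 cells driven by EpoR plus mutant JAK2; 0% = DMSO-treated cells and 100% = JAK inhibitor I control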
# PERK inhibitor = block of dimerizer-induced PERK translation repression, primary screen, PERK inhibitor project, CHO PERK-DD cells, SEAP luminescence, HTS; inhibition, % at 5.6 µM; AID 1416, 2008; CHO PERK-DD fusion, SEAP luminescence translation reporter; 220,000 compounds, 0.17% hits;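 active = inhibition above the mean inhibition of all tested compounds plus 3 SD, set separately per screening campaign, cut at about 2.9% in these data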;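 note: PERK kinase domain activated by AP20187 dimerizer at 100 nM; 0% = DMSO with dimerizer and 100% = rapamycin at 8.4 µM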
# Calpain2 inh = inhibitors of pig calpain II, primary screen, biochemical, fluorogenic peptide substrate, 1536-well; purified calpain II, 30 min; inhibition, % at 16 µM; 220,000 compounds, 0.37% hits;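 active = inhibition above about 50%, limit read from the data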
# S1P4 agonist = S1P4 receptor agonists, primary screen, cell-based | activation, % at 4.98 µM | 220,000 compounds, 0.35% hits | S1P4-expressing cell line, agonist reporter assay | AID 1509, 2009; in the data active = activation above about 11%;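 note: 0% = DMSO vehicle and 100% = reference agonist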
# zfTRPN1 agonist = zebrafish TRPN1 channel agonists, primary screen, cell-based, HEK293, calcium fluorescence | transient receptor potential cation channel N1 (TRPN1/NompC), Danio rerio | HEK293 zebrafish TRPN1-YFP, Fluo-8 calcium fluorescence; 100% = response to 87 µM carbachol | activation, % at 3 µM | 220,000 compounds, 0.18% hits | AID 1424, 2008;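 active = activation above its plate's cutoff, the mean activation of test wells on that plate plus 3 SD, cut at about 19% in these data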;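 note: 0% = DMSO alone and 100% = 87 µM carbachol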
#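 System: zebrafish TRPN1-YFP in HEK293 cells / Dosing: 3 µM single point / Timing: dye loading 1 h at 37 °C, then 30 min room temperature / Signal: Fluo-8 calcium fluorescence, excitation 470-495 nm, emission 515-575 nm / Read-out basis: percent activation from peak over basal fluorescence ratio, control-normalized / Control set: high carbachol 87 µM, low DMSO alone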
# TRPML3 agonist = human TRPML3 channel agonists, primary screen, cell-based, HEK293 TRPML3-YFP, Fluo-8 calcium fluorescence, 3 µM. Mucolipin-3 (Homo sapiens), Q8TDD5. 100% = the carbachol control signal. activation, % at 3 µM. 220,000 compounds, 0.29% hits;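 active = activation above its plate's cutoff, the mean activation of the plate's test wells plus 3 SD, cut at about 12% in these data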;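 note: 0% = DMSO only wells and 100% = carbachol wells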
# Target sequence (Q8TDD5 whole entry, looked up): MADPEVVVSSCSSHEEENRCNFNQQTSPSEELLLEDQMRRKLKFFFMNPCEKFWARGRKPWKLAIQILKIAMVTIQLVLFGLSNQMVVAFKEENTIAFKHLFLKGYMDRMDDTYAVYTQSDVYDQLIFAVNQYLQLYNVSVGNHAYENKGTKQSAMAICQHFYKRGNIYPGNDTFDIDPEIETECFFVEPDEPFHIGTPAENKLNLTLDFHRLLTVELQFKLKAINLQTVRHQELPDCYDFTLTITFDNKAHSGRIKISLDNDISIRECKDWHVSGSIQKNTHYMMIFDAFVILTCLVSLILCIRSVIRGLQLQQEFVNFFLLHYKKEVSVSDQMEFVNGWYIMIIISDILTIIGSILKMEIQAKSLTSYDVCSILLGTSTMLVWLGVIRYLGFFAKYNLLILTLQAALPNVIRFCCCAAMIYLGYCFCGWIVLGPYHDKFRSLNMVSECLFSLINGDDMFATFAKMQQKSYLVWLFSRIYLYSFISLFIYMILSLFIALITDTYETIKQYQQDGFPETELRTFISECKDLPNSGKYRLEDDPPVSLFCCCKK
#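 system = HEK293 cells stably carrying human TRPML3-YFP | doses = one concentration, 3 µM nominal, 0.3% DMSO | timing = dye loading 1 h 37 °C then 30 min ambient, 125 s read | detection = Fluo-8 calcium dye fluorescence, ex 470-495, em 515-575 nm | benchmarks = high control carbachol 87 µM, low control DMSO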
# BaF3 tox = parental Ba/F3 cell viability inhibition, counter-screen for JAK2V617F inhibitor project, murine pro-B, CellTiter-Glo luminescence | 220,000 compounds, 1.1% hits | CellTiter-Glo ATP luminescence | inhibition, % at 5.6 µM;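 active = inhibition above a per-campaign cutoff, the mean inhibition of all tested compounds plus 3 SD, cut at about 27% in these data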;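 note: 0% = DMSO wells and 100% = JAK Inhibitor I control wells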
# The depositor's hits bear a star; nt = not tested or not shown; & = joins results of further samples. Hits appear at their usual frequency; any-hit rate near 3.6%.
SMILES,S1P4 antag,EP2 modulator,Ba/F3 V617F tox,PERK inhibitor,Calpain2 inh,S1P4 agonist,zfTRPN1 agonist,TRPML3 agonist,BaF3 tox
COc1ccc2c(c1)CC/C(=C\c1ccc(OC)c(Cn3cccn3)c1)C2=O,-3.4,9.4,-4.0,-0.5,-5.6,3.5,0.8,2.0,0.5
COCC(O)CSc1c([N+](=O)[O-])nc(C)n1Cc1ccc(OC)c([N+](=O)[O-])c1 (centres undefined),-2.2,26.1,-4.5,0.1,-16.4,2.6,-1.2,0.6,-0.3
Cn1c(SCC(=O)c2ccccc2)nnc1-c1cnccn1,-1.2,9.5&-37.9,-1.1,0.5,-26.4,-0.3,1.0,0.6,6.1
O=C(NC12CC3CC(CC(C3)C1)C2)N1CCCC(CO)C1 (centres undefined),-6.6,40.8,-1.9,-0.9,-13.2,-0.8,0.2,1.0,1.2
Cc1ccc2cccc(O)c2[n+]1[O-],-2.8,27.1,3.5,1.8,-10.8,-0.1,0.7,0.2,6.1
O=C(NC1CCCCCC1)C1CCN(S(=O)(=O)c2cnc[nH]2)CC1,6.2,9.2,-0.9,1.3,-31.6,-0.5,0.6,0.4,9.5
CC(=O)c1ccc(-c2nc3c4ccccc4ccn3c2C(C)=O)o1,-28.0,7.5,-0.1,0.0,-92.0,0.8,-0.2,0.6,5.4
CC(C)CN1CN(Cc2ccccc2)CNC1=S,-2.4,16.0,0.2,1.4,9.5,-0.9,-0.3,0.6,6.3
CCOc1ccccc1NC(=O)CSc1nnc(-c2cnccn2)n1C,-18.7,4.9,0.0,-0.5,3.4,1.3,-0.3,0.4,1.1
CC(=O)NS(=O)(=O)c1ccc(N=c2ssc3c2-c2cc(C)ccc2NC3(C)C)cc1,-4.8,18.4,-1.1,0.9,-38.3,-1.2,-0.4,0.5,4.9
CCOC(=O)C(NCc1ccc2c(c1)OCO2)(NC(=O)c1ccccc1)C(F)(F)F (centres undefined),-16.5,-37.1,-2.5,-0.2,-1.4,0.0,-0.1,0.0,0.5
CC1(C)CC(=O)C(C=NCCN2CCN(C(=O)c3ccc(Br)cc3)CC2)=C(O)C1,-13.8,10.6,-4.9,-0.6,-10.5,3.0,-0.6,0.4,-0.9
Cc1cc(C)cc(NC(=O)Cn2c(SCc3cc(C)ccc3C)nc3ccncc32)c1,1.1,-20.5,0.1,-0.4,-10.6,0.6,-1.9,0.3,2.3
COc1ccccc1C(=O)Nc1ccc2c(c1)OCCO2,-8.2,-9.0,-0.6,0.7,8.9,-1.4,1.1,0.6,3.9
O=C(NCC1CCCO1)c1ccccc1NC(=O)c1cccc2ccccc12 (centres undefined),9.7,-6.5,-3.4,-0.6,23.8,-3.7,-0.1,-0.1,1.5
CCOC(=O)c1cc(C)sc1/N=C/C1C(=O)CC(C)(C)CC1=O,-0.8,9.1,3.0,0.7,27.5,-0.6,0.2,0.1,7.0
CCCC(=O)NC(=S)Nc1nc(-c2ccc(OC)cc2)cs1,-26.6,0.4,-2.4,0.1,-2.2,1.1,-0.5,0.6,3.0
CS(=O)(=O)N1CCN(C(=O)c2ccc(F)cc2)CC1,-11.7,15.3,1.9,1.3,-9.4,1.1,1.4,0.6,3.6
Cc1onc(-c2ccccc2Cl)c1C(=O)Nc1ccc(N2CCOCC2)cc1,1.8,5.4,5.6,-0.2,22.4,-1.6,0.7,-0.3,9.1
CCC(OC(=O)c1nsc(Cl)c1Cl)C(=O)NC(C)(C)CC (centres undefined),-0.9,39.5,-1.5,1.7,-5.6,2.0,-0.2,-0.7,4.5
CC1=CC(=C2C(=O)c3ccccc3C2=O)C=C(C)O1,-6.7,-105.3,-1.2,0.3,4.2,1.8,-0.5,0.7,2.7
O=c1c2ccccc2c(-c2cccc(C(F)(F)F)c2)nn1-c1ccccc1,12.2,-2.6,-0.3,-0.4,3.2,2.0,0.6,-0.9,-2.6
COC(=O)[C@@]1(Cc2ccc(F)cc2)[C@H]2c3cc(C(=O)N(C)C)n(Cc4ccc(OC)c(OC)c4)c3C[C@H]2CN1C(=O)c1ccccc1,3.5,12.4,-3.1,-0.8,-81.4,1.5,5.3,0.6,1.6
O=C(CCC(=O)N(CC(=O)NC1CCCCC1)Cc1cccs1)Nc1ccccn1,-5.4,34.8,-0.9,0.6,-30.8,0.8,-1.4,0.1,-0.3
O=C(NC12CC3CC(CC(C3)C1)C2)N1CCN(C(=O)c2ccco2)CC1,-0.2,4.8,-1.2,0.1,-4.8,-0.5,0.7,0.7,0.2
SMILES,S1P4 antag,EP2 modulator,Ba/F3 V617F tox,PERK inhibitor,Calpain2 inh,S1P4 agonist,zfTRPN1 agonist,TRPML3 agonist,BaF3 tox
COc1ccc(-c2nc(C#N)c(N3CCc4ccccc4C3)o2)cc1OC,-15.5,20.6,3.7,-0.4,-190.8,-0.7,0.2,-0.4,4.0
O=C(c1cc(-c2cccc(O)c2)on1)N1CCc2ccccc2C1,12.5,-12.6,1.7,2.2,12.9,1.8,-0.4,0.3,3.7
Cc1cccn2c(=O)c3cc(C(N)=S)c(=N)n(CCCN4CCOCC4)c3nc12,-22.0,1.4,13.2,1.2,-59.8,0.7,-0.2,1.2,22.0
Cc1nn(CC(=O)Nc2nnc(CC(=O)N3CCCC3)s2)c(=O)c2ccccc12,1.6,-11.4,0.1,1.6,nt,-0.4,2.8,0.3,5.8
COc1ccc(N2C(=O)C(Cl)=C(N(CCO)Cc3ccccc3)C2=O)cc1,12.8,9.6,-1.0,-0.3,-12.8,-0.7,0.9,0.1,5.2
CCCN(C(=O)c1cn(CC)c2nc(C)ccc2c1=O)c1c(N)n(Cc2ccccc2)c(=O)[nH]c1=O,-6.3,-8.0,-4.6,0.2,11.9,1.8,-0.1,-0.7,2.7
CCCCC(=O)Nc1cc(C)c(NC(=O)c2cccs2)cn1,-1.2,-1.0,-2.9,-0.5,-0.2,0.4,0.3,-0.7,-2.2
CC(C(=O)Nc1ccccc1Cl)N(c1ccccc1)S(C)(=O)=O (centres undefined),-13.0,-1.8,-1.5,1.1,10.3,-0.6,-1.9,-0.2,-1.8
Cc1nn(Cc2ccc(Cl)cc2)c(C)c1NC(=O)c1ccc([N+](=O)[O-])cc1,-4.3,-8.9,0.7,0.4,18.9,0.0,-1.0,-1.0,4.8
Cc1nnc(C)c2c(C)n(C(c3ccccc3)c3ccccc3)c(C)c12,-2.8,1.9,-5.7,0.1,-103.3,2.5,-0.5,0.5,1.2
Nn1c(SCC(=O)Nc2ccc3c(c2)OCCO3)nnc1C(F)(F)F,-1.5,14.9,5.7,-0.1,-33.6,0.7,0.2,0.3,-1.2
CCOC(=O)c1cc(-c2nnc(-c3ccc(Cl)cc3)o2)c(C)nc1C,-13.9,20.3,-3.1,2.0,-40.8,-2.7,1.6,0.7,7.5
CC(=O)c1c(C)[nH]c(C(=O)NCc2cccc(Cl)c2)c1C,-2.9,-56.4,-0.4,0.5,12.9,3.1,2.4,1.2,5.8
O=C(O)/C=C/C(=O)Nc1ccc(S(=O)(=O)N2CCCC2)cc1,-7.2,-17.3,0.3,1.3,-34.8,0.3,0.9,-0.5,5.4
Cc1cccc(CSc2cccc3cccnc23)c1,38.6*,6.4,6.0,0.6,-296.5,-1.6,-1.0,-0.6,-1.7
Cc1ccc(-c2nnc(CSc3nnc(C)s3)o2)cc1,8.0,-6.7&-31.4,0.3,0.3,-48.3,0.8,1.4,0.8,6.0
CCOc1ccc(Nc2oc(-c3ccccc3Cl)nc2C#N)cc1,-12.1,-16.8,-1.6,-0.2,15.7,-3.4,-0.4,0.8,0.8
COCCCn1c(C)cc(C(=O)COC(=O)CCc2nc3ccccc3c(=O)[nH]2)c1C,-1.9,-25.8,-2.9,-0.5,12.0,-1.1,0.8,0.1,2.5
CCN1CCN(c2nc3ccccc3nc2C(C#N)S(=O)(=O)c2ccc(C)c(C)c2)CC1 (centres undefined),-1.7,-18.9,-0.1,0.3,-4.6,2.1,0.2,0.8,3.5
O=C(COc1ccc2c(c1)CCC2)NCc1cccc(Cl)c1,0.2,0.1,-1.6,-0.2,13.5,-0.3,-1.1,-0.1,5.7
CCOC(=O)c1sc(NC(=O)CNCc2cccnc2)c(C(=O)OCC)c1C,0.3,-27.0,-4.8,1.2,-14.1,-2.2,0.0,0.7,-3.9
CCCCC(=O)Nc1ccc(C(=O)N2CCN(c3ccccc3OC)CC2)cc1,-26.4,-19.5,7.4,-1.2,5.3,-0.8,0.7,-0.2,11.2
CCC(=O)N/N=C(\C)CC(=O)Nc1cccc([N+](=O)[O-])c1,-23.9,27.4,-1.5,0.9,-2.7,0.5,-0.2,0.0,3.6
COc1cccc(C(=O)Nc2cccc(NC(C)=O)c2)c1,-17.5,-20.6,-2.7,0.3,-8.2,1.9,1.8,1.2,5.7
CNC(=O)Nc1nnc(C(C)(C)C)s1,1.6,32.8,-2.8,0.1,-8.3,1.6,-0.6,0.3,1.2
Cc1ccc(-c2nnc(N3CCC(C)CC3)c3ccccc23)cc1,-7.9,73.6*,-0.5,1.3,7.6,-0.1,-1.1,0.2,2.4
COc1ccccc1C1(CC(=O)O)CCOC(C)(C)C1 (centres undefined),-9.3,20.9,-3.5,1.1,9.0,-2.2,0.0,0.9,1.0
Cc1ccc(C)n1-n1cnc2scc(-c3cccs3)c2c1=O,-11.8,64.5*,3.8,0.1,-27.8,-0.8,-1.5,0.0,9.3
Cc1ccc(S(=O)(=O)N2CCCC(C(=O)NCCc3ccc4c(c3)OCO4)C2)cc1 (centres undefined),-6.6,-3.8,-1.0,-0.4,34.0,0.4,0.7,0.1,4.8
CC(C)C(=O)NC(=S)Nc1c(Cl)ccc2nsnc12,-15.5,-25.1,-1.7,0.1,-14.8,1.2,-0.5,0.1,-2.9

# 3 compounds from above, limited to PERK inhibitor and zfTRPN1 agonist.
compound,PERK inhibitor,zfTRPN1 agonist
Cc1nnc(C)c2c(C)n(C(c3ccccc3)c3ccccc3)c(C)c12,0.1,-0.5
COc1ccccc1C1(CC(=O)O)CCOC(C)(C)C1 (centres undefined),1.1,0.0
COc1ccc(N2C(=O)C(Cl)=C(N(CCO)Cc3ccccc3)C2=O)cc1,-0.3,0.9

# Reformatted with two lines to a compound: part of the list above
# Sequence of screens: S1P4 antag, EP2 modulator, Ba/F3 V617F tox, PERK inhibitor, Calpain2 inh, S1P4 agonist, zfTRPN1 agonist, TRPML3 agonist, BaF3 tox
> O=C(c1cc(-c2cccc(O)c2)on1)N1CCc2ccccc2C1
→ 12.5, -12.6, 1.7, 2.2, 12.9, 1.8, -0.4, 0.3, 3.7
> O=C(O)/C=C/C(=O)Nc1ccc(S(=O)(=O)N2CCCC2)cc1
→ -7.2, -17.3, 0.3, 1.3, -34.8, 0.3, 0.9, -0.5, 5.4
